# NTR1 agonist – agonists of NTR1, primary screen, imaging, U2OS cells, beta-arrestin-GFP, high content (AID 493036) | P30989 | NTR1-U2OS beta-arrestin-GFP spot imaging, agonist mode | activation, % at 20 µM | actives 0.17% (n = 330,000);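 active = activation at or above 40% of the spot to cytoplasm intensity ratio, with at least 20 cells analyzed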;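 also: 0% = DMSO without peptide and 100% = 100 nM NTR1 peptide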
# Target sequence (P30989 whole entry, looked up): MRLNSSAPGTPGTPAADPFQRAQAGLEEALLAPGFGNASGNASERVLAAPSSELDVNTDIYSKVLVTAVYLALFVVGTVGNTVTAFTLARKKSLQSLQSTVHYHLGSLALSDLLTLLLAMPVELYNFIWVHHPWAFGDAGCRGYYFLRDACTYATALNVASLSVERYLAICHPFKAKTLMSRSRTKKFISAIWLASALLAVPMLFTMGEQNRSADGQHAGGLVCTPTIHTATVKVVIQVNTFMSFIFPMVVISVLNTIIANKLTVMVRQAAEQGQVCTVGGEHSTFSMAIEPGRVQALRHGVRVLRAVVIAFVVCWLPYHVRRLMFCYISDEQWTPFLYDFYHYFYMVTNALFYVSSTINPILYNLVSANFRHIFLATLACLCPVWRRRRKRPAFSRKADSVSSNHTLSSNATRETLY
# UTI89 phage lysis – inhibition of K1F phage lysis, E. coli UTI89, bacterial capsule biogenesis inhibitors, alamar blue (AID 488966); E. coli UTI89 K1F phage lysis, alamar blue, 2 h; higher % means a stronger effect; one-dose inhibition, % at 100 µM; IC50 in µM for titrated hits; actives 0.02% (n = 340,000);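 active = phage lysis inhibition, versus mean bacterial control, above a set limit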;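 also: capsule biogenesis inhibitors block K1F phage lysis so surviving cells raise fluorescence; higher fluorescence means more inhibition of phage lysis; actives were called in the ten point dose series up to 300 µM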
# SIAH1 antagonists – Siah-1 peptide-binding antagonists, primary screen, biochemical, fluorescence polarization, rhodamine-plectin, uHTS (AID 1817) | Siah-1 / rhodamine-plectin peptide fluorescence polarization; higher % means a stronger effect | displacement, % at 20 µM; hits with a dose series show IC50 in µM | actives 0.02% (n = 290,000);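 active = displacement of at least 50% at 20 µM, with a fluorescence ratio check between 0.3 and a set limit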;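 also: plate controls were Siah plus tracer with DMSO for no effect and tracer alone without Siah for full effect; strong numbers were not always called active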
# West Nile antiviral – West Nile virus antiviral activity, cell-based, CPE readout (AID 1621); West Nile virus-infected cells, CPE inhibition; higher % means a stronger effect; CPE inhibition, % at 10 µM; hits with a dose series show IC50 in µM; actives 0.02% (n = 290,000); in the data active = a potency from the dose series; also: strong numbers were not always called active
# MgcRacGAP inhibition – MgcRacGAP GTPase-activating activity inhibitors, confirmation, biochemical, ADP Hunter fluorescence | MgcRacGAP-stimulated Rac1 GTP hydrolysis, ADP Hunter fluorescence; higher % means a stronger effect; GST-tagged Rac1 F28L mutant substrate | one-dose inhibition, % at 30 µM; IC50 in µM for titrated hits | actives 0.6% (n = 340,000) | AID 624330;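 active = first-screen hits whose inhibition reached a set limit at any dose in the follow-up dose series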;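 also: fluorescence reports GDP produced by GAP-driven GTP hydrolysis; strong numbers were not always called active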
# AID2073 – disruptors of CaV2.2 binding to Mint1 – biochemical, HTRF (AID 2073); actives 0.19% (n = 290,000); inhibition, % at 20 µM, or IC50 in µM where a hit was titrated; HTRF protein-protein interaction, Mint1-CaV2.2; higher % means a stronger effect; in the data active = inhibition mostly above about 51%, no sharp cut-off; also: some results filed as inactive read as strong as hits
# NS5 inhibitors – Dengue-2 NS5 methyltransferase inhibitors, primary screen, biochemical, confirmation dose response (AID 588689); Dengue-2 NS5 methyltransferase capping enzyme assay, biochemical; higher % means a stronger effect; one-dose inhibition, % at 25 µM; IC50 in µM for titrated hits; actives 0.3% (n = 340,000); in the data active = a potency from the dose series
# Large T inhibition – TAg ATPase/helicase activity blockers – biochemical (AID 1903). SV40 large T antigen ATPase/helicase inhibition assay; higher % means a stronger effect. inhibition, % at 20 µM, or IC50 in µM where a hit was titrated. actives 0.39% (n = 310,000); in the data active = a potency from the dose series; also: strong numbers were not always called active
# RSV antiviral HEp-2 – RSV antiviral activity via CPE protection, HEp-2 cells, primary 10 µM value included (AID 2391); CPE inhibition, % at 10 µM, or IC50 in µM where a hit was titrated; actives 0.13% (n = 310,000); HEp-2 cells, RSV-induced CPE inhibition; higher % means a stronger effect; in the data active = a potency from the dose series; also: strong numbers were not always called active
# NTR1 agonist cell count 20 µM – further read-out of NTR1 agonist, marked with its call; cell count; measured here: cell count, cytotoxicity flag
# * marks the source's active call; other numbers are inactive results; · = not tested or not shown; [ ] = remark or other dose.
Compound	RSV antiviral HEp-2	NTR1 agonist	UTI89 phage lysis	NS5 inhibitors	MgcRacGAP inhibition	AID2073	West Nile antiviral	SIAH1 antagonists	Large T inhibition	NTR1 agonist cell count 20 µM
Cc1cc(C)nc(NC(=NCCc2c[nH]c3ccccc23)NC(=O)Nc2cccc([N+](=O)[O-])c2)n1	1.9%	4.6	2.1%[50 µM]	-7%	8%	4%	-0.5%	-6%	7%	30
O=[N+]([O-])c1ccc(-n2nncc2-c2ccccc2)cc1	0.2%	0.3	0.1%	·	-1%	6%	-0.7%	-2%	3%	60
COc1ccccc1OCCNC(=O)CCNC(=O)c1ccccc1Cl	0.7%	-0.5	2.1%[50 µM]	-2%	5%	9%	0.4%	-1%	3%	58
O=C(/C=C/c1ccc(Cl)cc1)Nc1cc(S(=O)(=O)N2CCOCC2)ccc1N1CCOCC1	·	5.5	-0.4%	-1%	-1%	·	·	·	·	53
COc1cc2cc(CN(CCCN3CCOCC3)C(=O)Nc3ccccc3F)c(=O)[nH]c2cc1OC	-1.2%	1.8	0.0%	-1%	5%	15%	0.3%	3%	8%	40
Cc1cc(C)c(C(=O)Cn2nc(C)c([N+](=O)[O-])c2C)cc1C	0.4%	-0.6	-0.3%	-1%	5%	-3%	0.0%	7%	8%	63
CC(c1ccncc1)C(C)c1ccncc1 (stereo not drawn)	1.1%	-2.2	-1.5%	-4%	5%	·	·	·	9%	94
CNc1oc(-c2ccc(F)cc2)nc1S(=O)(=O)c1ccccc1	1.1%	1.2	0.4%	3%	4%	16%	-0.4%	1%	5%	64
COc1ccc(CC(=O)N/N=C/c2cc([N+](=O)[O-])cc(Br)c2O)cc1	2.4%	1.2	-0.1%	6%	5%	20%	-0.6%	-4%	14%	85
CC(C)n1cc(/C=N/NC(=O)COc2cccc3cccnc23)c2ccccc21	7.7%	32	1.4%[50 µM]	3%	7%	9%	1.6%	-1%	4%	47
NCCCC[C@H]1CNC(=S)N1CC1(c2ccccc2)CC1	0.2%	5.6	1.3%	-6%	11%	-1%	-0.3%	-3%	11%	65
CC1(C)CC(NC(=O)Cc2ccc(Cl)cc2)CC(C)(C)N1	0.3%	0.3	0.0%	-5%	6%	-1%	-0.7%	5%	7%	61
Cc1cc(C(=O)NC2CCCc3ccccc32)no1 (stereo not drawn)	1.3%	-2.3	-0.3%	0%	4%	2%	-0.1%	4%	20%	87
Nc1ccc(-c2ccc(N)cc2C(F)(F)F)c(C(F)(F)F)c1	4.6%	1.9	0.1%	1%	5%	1%	-0.1%	5%	1%	43
COc1cccc2cc(C(=O)N3CCN(C(=O)c4ccccc4)CC3)c(=O)oc12	-0.6%	2.8	0.8%	5%	4%	13%	-0.3%	-6%	14%	30
COc1ccc(-c2nc3c4ccccc4ccn3c2CN2CCCCC2)cc1OC	0.5%	5.7	0.1%	-2%	10%	44%	-0.3%	16%	3%	53
Cc1nnc(SCC(=O)Nc2ccc(Br)cc2)n(N)c1=O	0.4%	-0.2	0.1%	-3%	2%	-1%	0.1%	-2%	15%	36
CN(C)N1C(N)=C(C#N)C(c2cccc3ccccc23)C2=C1CC(c1ccccc1)CC2=O (stereo not drawn)	-1.2%	5.2	3.3%[50 µM]	3%	10%	2%	-1.2%	0%	4%	74
CCOC(=O)c1cc(C(=O)n2cc(Cl)cn2)nn1C	0.9%	-0.4	1.8%	1%	3%	-4%	-0.3%	-1%	16%	53
Cc1cccc(C(=O)N2CCCCCC2)c1	0.7%	-1.7	5.5%	5%	3%	14%	0.5%	2%	5%	50
Cc1nc2ccccc2nc1N1CCCCC1	·	·	0.2%	3%	13%	-2%	0.3%	-2%	2%	·
COC(=O)c1ccccc1NC(=O)c1cc2ncc(Br)cn2n1	1.8%	0.7	0.2%	-3%	12%	39%	-0.3%	6%	29%	53
CCn1c(CNC(=O)c2cccc(C)c2)nnc1SCC(=O)NC1CCCCC1C (stereo not drawn)	0.8%	1.4	1.8%	-5%	0%	1%	-0.1%	-2%	0%	45
COc1ccc(OCc2cc(C(=O)NC3Cc4ccccc4C3)no2)c(Cl)c1	4.1%	0.9	0.1%	-10%	2%	8%	1.8%	3%	22%	52
CCC(C)N(C(=O)c1csnn1)C(C(=O)NC(C)(C)C)c1ccccc1 (stereo not drawn)	2.3%	3.1	2.2%	-5%	-7%	-9%	0.0%	-2%	-3%	74
Cc1cc(Cl)ccc1OC(C)C(=O)NC(C)C1CCCO1 (stereo not drawn)	0.3%	-0.3	-0.2%	-6%	-2%	4%	0.1%	-2%	-4%	45
CN1C(=O)C(C)(C)c2cc(S(=O)(=O)N3CCCC(C(=O)NCc4ccc(F)cc4)C3)ccc21 (stereo not drawn)	3.2%	1.0	-0.9%	3%	17%	-9%	-1.0%	7%	·	46
CCNC(=O)CN(c1ccccc1)S(=O)(=O)c1ccc(Cl)cc1	-1.1%	1.4	7.6%	1%	7%	-2%	0.0%	0%	-1%	67
Cc1cccn2c(=O)c3cc(C(=O)NC(C)c4ccccc4)c(=N)n(CCCn4ccnc4)c3nc12 (stereo not drawn)	-1.2%	3.1	0.2%	0%	6%	4%	0.0%	-1%	7%	51
O/N=C(/CCc1ccccc1)C1(O)CCCCC1	0.1%	-0.8	3.1%	-6%	0%	-4%	-0.4%	2%	3%	31
COc1ccccc1-c1nnc(NC(=O)c2ccccc2F)o1	-0.1%	-1.6	-0.6%	-2%	11%	33%	0.7%	2%	-1%	91
COc1cc(NC(=O)C2CC(c3c(F)cccc3Cl)=NO2)c(OC)cc1Cl (stereo not drawn)	4.8%	2.4	-2.2%	0%	-4%	-2%	-1.2%	-6%	6%	48
CC[n+]1oc(-c2ccccc2)cc1C	-0.6%	1.7	-0.6%	6%	8%	5%	0.2%	-2%	1%	48
COc1ccc(C/C(C)=N/NC(=S)Nc2ccccc2)cc1	-1.9%	-0.5	0.0%	1%	7%	-26%	0.2%	1%	20%	81
CCOC(=O)C1=C(COC(=O)c2nc(Cl)ccc2Cl)NC(=O)NC1C (stereo not drawn)	·	-2.2	1.4%[50 µM]	-9%	7%	·	·	·	·	68
Cc1ccc(C2(c3ccccc3)NC(=O)N(CC(=O)NCc3ccccc3)C2=O)cc1C (stereo not drawn)	6.3%	-0.5	0.0%[50 µM]	-4%	10%	·	·	·	·	52
O=S(=O)(NCC1CCCO1)c1ccc(S(=O)(=O)N(Cc2ccc(F)cc2)Cc2ccccn2)cc1 (stereo not drawn)	0.1%	-0.4	-1.3%	-5%	3%	7%	-0.8%	3%	-2%	41
O=C(CCl)N(Cc1cccc([N+](=O)[O-])c1)c1cccc(Cl)c1	·	·	0.0%	-1%	4%	-2%	-0.3%	-4%	6%	·
CC(=O)Oc1ccc(N2C(=O)CC(N3CCOCC3)C2=O)cc1 (stereo not drawn)	1.0%	-1.4	-0.1%	-7%	14%	-1%	0.4%	-1%	14%	28
CCN(CC)S(=O)(=O)c1cccc(C(=O)NC(Cc2c[nH]c3ccccc23)c2nnc3n2CCC3)c1 (stereo not drawn)	1.1%	-0.6	0.3%	4%	10%	5%	-0.1%	3%	-22%	72
CC(C)/C(C=O)=C(/NC1CCCCC1)c1ccccc1	2.0%	2.8	0.0%	-12%	14%	·	·	·	5%	62
Cc1ccc(S(=O)(=O)N2CCC(C(=O)N3CCC[C@H]3C(=O)NCC(C)C)CC2)cc1	4.4%	2.1	0.4%	2%	8%	3%	-0.1%	-2%	7%	35
COc1ccc2oc(C(=O)OCC(=O)NC3CCCCC3)c(C)c2c1	-0.6%	2.0	1.8%[50 µM]	-8%	12%	·	·	·	23%	71
CC(=O)Nc1nc2ccc(Br)cc2s1	14%	-2.4	0.3%	1%	11%	-3%	·	2%	4%	93
O=C(NCCc1cccc(F)c1)C1CCC(=O)N(CCCc2ccccc2)C1 (stereo not drawn)	1.8%	3.0	0.9%[50 µM]	-6%	5%	6%	-0.6%	3%	14%	64

# Rewritten field by field: part of the list above.
Molecule: COc1cc(NC(=O)C2CC(c3c(F)cccc3Cl)=NO2)c(OC)cc1Cl (stereo not drawn)
  RSV antiviral HEp-2: 4.8%	NTR1 agonist: 2.4	UTI89 phage lysis: -2.2%	NS5 inhibitors: 0%	MgcRacGAP inhibition: -4%	AID2073: -2%	West Nile antiviral: -1.2%	SIAH1 antagonists: -6%	Large T inhibition: 6%	NTR1 agonist cell count 20 µM: 48
Molecule: O=C(CCl)N(Cc1cccc([N+](=O)[O-])c1)c1cccc(Cl)c1
  RSV antiviral HEp-2: ·	NTR1 agonist: ·	UTI89 phage lysis: 0.0%	NS5 inhibitors: -1%	MgcRacGAP inhibition: 4%	AID2073: -2%	West Nile antiviral: -0.3%	SIAH1 antagonists: -4%	Large T inhibition: 6%	NTR1 agonist cell count 20 µM: ·
Molecule: CCN(CC)S(=O)(=O)c1cccc(C(=O)NC(Cc2c[nH]c3ccccc23)c2nnc3n2CCC3)c1 (stereo not drawn)
  RSV antiviral HEp-2: 1.1%	NTR1 agonist: -0.6	UTI89 phage lysis: 0.3%	NS5 inhibitors: 4%	MgcRacGAP inhibition: 10%	AID2073: 5%	West Nile antiviral: -0.1%	SIAH1 antagonists: 3%	Large T inhibition: -22%	NTR1 agonist cell count 20 µM: 72

# Next section:
Compound	RSV antiviral HEp-2	NTR1 agonist	UTI89 phage lysis	NS5 inhibitors	MgcRacGAP inhibition	AID2073	West Nile antiviral	SIAH1 antagonists	Large T inhibition	NTR1 agonist cell count 20 µM
CSc1nc(C)cc(Oc2ccccc2)n1	3.6%	2.2	-1.3%	1%	4%	-5%	0.0%	1%	7%	90
CCN(CC)C(=O)CSc1ncnc2sc(C)c(C)c12	5.6%	0.1	-0.2%	-2%	7%	9%	-1.5%	-3%	8%	47
CN(CC(=O)Nc1ccc(F)c(F)c1F)C(=O)c1ccc2c(c1)S(=O)(=O)N=C1CCCCCN12	3.7%	-0.6	0.4%[50 µM]	4%	-1%	·	·	·	11%	66
CCC(=O)NCCc1nc2cc(NC(=O)c3ccco3)ccc2n1C	-0.6%	0.9	1.1%	3%	5%	7%	0.0%	3%	1%	53
Cc1ccc(C)c(-c2nc3cc(N)ccc3o2)c1	11%	3.1	-0.5%	3%	11%	50%	0.2%	-2%	10%	48
O=[N+]([O-])c1ccc(CN2CCSCC2)cc1	2.0%	-0.2	0.1%	-10%	19%	1%	0.4%	23%	3%	59
C=CCC[C@H](Cc1ccc(F)cc1)C(=O)OC[C@@H](NC(=O)[C@H](CC=C)CC(=O)NCCO)C(C)(C)C	·	3.1	1.5%	2%	4%	·	·	·	·	69
N#Cc1cnn2c1nc(N1CCCCC1)c1ccccc12	-0.3%	17	0.3%	-4%	12%	31%	0.5%	-2%	2%	77
O=c1[nH]c(C(F)(F)F)nc2c1nnn2Cc1ccccc1F	1.2%	-0.5	-0.2%	1%	6%	-3%	-0.2%	3%	-7%	62
COc1ccc([N+](=O)[O-])cc1Nc1c2ccccc2nc2ccccc12	-0.6%	14	-1.6%	-6%	1%	1%	0.8%	5%	7%	60
CCN1CCN(CC(=O)c2c[nH]c3ccccc23)CC1	0.1%	-4.2	-0.3%	-8%	5%	0%	0.8%	0%	4%	77

# An unsorted share of the library; overall some 1.6% were active at least once.
